# Screening results from PubChem BioAssay.
# mHTT CaM bind = disrupts binding of mutant huntingtin to calmodulin | P42858 | AlphaScreen His-mHTT/GST-CaM binding, luminescence | inhibition, % at 15 µM | 3.6% of 190,000 active | AID 1671202;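 note: 0% = both proteins with DMSO and 100% = one protein alone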
# Pf apPOL inh = Pf-apPOL DNA polymerase inhibition; AID 1794808; Recombinant Pf-apPOL, molecular beacon fluorescence, 1.5 h; 0.25% of 210,000 active; inhibition, % at 10 µM
# * marks the source's active call; other numbers are inactive results; i = inactive; . = not tested or not shown; & = joins results of further samples. Cut-off read from the data, not from the text of the source: active = inhibition above about 50%; inactive = the rest. Some of the compounds tested; rates above refer to the full screens.
SMILES,mHTT CaM bind,Pf apPOL inh
Cc1ccc(CCNC(=O)c2ccc3c(c2)N(C)C(=O)C2CCCCN32)cc1 (centres undefined),0.3,-0.5
Clc1ccc(Cl)c(-c2ccc(CNCc3ccco3)o2)c1,-13.5,-2.7
C=CCNC(=O)c1nnc(N2CCN(C)CC2)c2ccccc12,-1.0,-0.3
O=C(Nc1nnc(N=Cc2ccc(F)cc2)s1)c1ccc(Cl)cc1,5.0,-7.6
CC(C)S(=O)(=O)c1csc(C(=O)Nc2ccc(F)cc2)c1N,.,-5.2
CC1=C(C(=O)Nc2ccccc2F)C(c2ccc(Cl)cc2)C2=C(CCCC2=O)N1 (centres undefined),-13.0,1.0
CCCOC(=O)C1C2C=CC3(CN(C(c4ccccc4)c4ccccc4)C(=O)C13)O2 (centres undefined),-0.7,1.5
C=CCn1c(SCc2ccc(C(=O)O)cc2)nnc1-c1cccc(OC)c1,8.1,-3.5
CCOC(=O)CCC(=O)NC(C)Cc1ccco1 (centres undefined),-3.3,-6.0
Cc1c(Cl)cccc1NS(=O)(=O)c1ccc(NS(C)(=O)=O)cc1,-3.3,-3.8
CCCCCC(=O)Nc1ncc2c(n1)CC(c1cc(OC)c(OC)c(OC)c1)CC2=O (centres undefined),0.0,81.7*
N#CC1=C(N)Oc2n[nH]c(-c3ccccc3)c2C12C(=O)Nc1ccc(Cl)cc12 (centres undefined),6.0,9.1
CC(C)C(=O)N(C)CC(=O)N1N=C(c2cccn2C)CC1c1ccc(Cl)cc1 (centres undefined),78.3*,-6.8
Cc1cc(=O)oc2n[nH]c(C)c12,.,4.6
Cc1ccc(CCNC(=O)C2C3C=CC4(CN(Cc5ccccc5Cl)C(=O)C24)O3)cc1 (centres undefined),1.7,2.1
Cc1sc(NC(=O)c2cc3cc(Br)ccc3oc2=O)nc1-c1cccs1,4.0,-0.4
COc1ccc(S(=O)(=O)Nc2cccc(NS(=O)(=O)c3ccc(OC)cc3)c2)cc1,-0.5,2.0
CC(/C=C/c1cccs1)=C\C(=O)O,-2.1,-4.3
CC(C(=O)NCCc1c[nH]c2ccccc12)n1nc(-c2ccccc2)ccc1=O (centres undefined),2.5,-17.2
COc1ccc(C2C(C(N)=O)=C(C)Nc3ncnn32)cc1OC (centres undefined),-3.0,-3.3
CC1=C(C(=O)Nc2ccc(Cl)cc2)C(c2c(F)cccc2Br)n2ncnc2N1 (centres undefined),5.0,6.2
N#Cc1c(-c2ccco2)cc(-c2ccco2)[nH]c1=O,.,92.7*
CC(=O)c1cccc(NS(=O)(=O)c2ccc(C)c([N+](=O)[O-])c2)c1,-2.7,-2.3
Cc1cc(Cl)ccc1OCC(=O)N1CCN(c2nc3ccncc3n(C)c2=O)CC1,34.2,5.5
Cc1ccc(NC(=O)Cn2nc(N3CCCC3)c3ccccc3c2=O)cc1Cl,-3.7,-2.2
Cc1ccc(C)c(NC(=O)CS(=O)(=O)c2cn(C)c3ccccc23)c1,-4.0,-7.1
N=C1S/C(=C\c2ccc(-c3ccccc3[N+](=O)[O-])o2)C(=O)N1c1nccs1,25.0,-4.7
CCCn1cc(C2=CCN(C(=O)Nc3ccc(OC)cc3)CC2)c2cccnc21,11.9,-5.5
COc1c(C=C(NC(C)=O)C(=O)O)cccc1OC1CCCC1,.,1.3
CC1=C(C(=O)Nc2ccccn2)C(c2cc(C)sc2C)C2=C(CC(C)(C)CC2=O)N1 (centres undefined),10.0,1.4

# Brought forward from above: two entries, followed by the next part.
SMILES,mHTT CaM bind,Pf apPOL inh
COc1c(C=C(NC(C)=O)C(=O)O)cccc1OC1CCCC1,.,1.3
CC1=C(C(=O)Nc2ccccn2)C(c2cc(C)sc2C)C2=C(CC(C)(C)CC2=O)N1 (centres undefined),10.0,1.4
OCC(O)C(O)C(O)CO (centres undefined),.,-2.0
N=c1ccn(CC(=O)N2CCCc3ccccc32)c2ccccc12,-1.0,-3.4
O=C(Nc1cccc(Cl)c1)C(Cc1ccccc1)NS(=O)(=O)c1cccs1 (centres undefined),0.0,-2.7
FC(F)(F)Oc1ccc(-c2nc(C34CC5CC(CC(C5)C3)C4)cs2)cc1,.,-2.2&4.1
N#CCc1nn(-c2ccccc2)c(N=Cc2cc(Cl)cc(Cl)c2O)c1C#N,.,-24.1
COc1cc(C2CC(=O)C3=C(C2)Nc2ccccc2NC3c2cccs2)cc(OC)c1OC (centres undefined),26.0,-6.1
Cc1cccc(OCC(=O)N2CSCC2C(=O)NCCc2cscn2)c1 (centres undefined),2.5,0.1
O=C(Cc1cccs1)N/N=C/C=C\c1ccco1,i,.
CCN(CC)C(=O)N1CCc2nc3cc(-c4ccc(OC)cc4)[nH]n3c(=O)c2C1,-1.9,0.5
CNC(=O)CSc1nc2ccccc2[nH]1,-6.0,-7.9
CC(C)(C)C(=O)NNC(N)=S,.,-3.7
CC(C)n1c(=N)c(C(=O)NC2CCCCC2)cc2c(=O)n3ccccc3nc21,-1.0,-1.2
Cc1cccc(C(=O)N2CC(C)C(=O)Nc3ccccc32)c1 (centres undefined),-10.4,-0.6
COc1ccccc1/C=C/C1=NC(=C/c2cccc([N+](=O)[O-])c2)/C(=O)O1,7.0,-1.7
CCC(C(=O)O)c1ccccc1 (centres undefined),-4.9,-4.3
COc1ccc(CN2CC[C@H]3C=CCc4cccc(c43)C2)cc1,-5.9,-5.3
CC1(C)CC(=O)C2=C(C1)N(c1ccccc1)C(=O)CC2c1ccc2c(c1)OCO2 (centres undefined),6.0,1.1
CCN(CC)C(=O)C1c2cc(OC)c(OC)cc2C(=O)N(C)C1c1cccnc1 (centres undefined),-2.0,-6.8
COc1cc(C(=O)Nc2nnc(CCS(=O)(=O)c3ccc(C)cc3)s2)cc(OC)c1OC,13.5,-9.9
CCCOc1ccc(CSc2nncn2N)cc1,4.1,5.3
O=C(NCC(O)c1ccccc1)c1cccc(Cl)c1 (centres undefined),-0.6,-0.9
COc1ccc(N2CCN(C(=O)Cc3cn(C)c4ncccc34)CC2)cc1,10.4,-1.5
O=C(NC1CCCc2ccccc21)C1CCN(Cc2c[nH]c3ccccc23)CC1 (centres undefined),69.5*,-1.6
c1cn(Cc2noc(CC3CCCCC3)n2)cn1,-6.1,0.1
Nc1c(C(=O)Nc2ccc(Oc3ccccc3)cc2)nnn1Cc1ccccc1,11.0,-4.3
CC(=O)N1CCN(c2nc(C)nc(C(C)C)c2Cc2c(F)cccc2Cl)CC1,-11.2,4.3
CN(C)C=Nc1nnc(SCC#N)s1,.,-8.4
COc1ccc(OC)c(-c2cc(C(=O)NCc3n[nH]c(=O)c4ccccc34)n(C)n2)c1,1.0,-2.2
COc1ccc(S(=O)(=O)Nc2ccc3oc(=O)sc3c2)cc1,6.0,-6.1
CCOc1ccccc1OCCNCCO,-4.7,-6.0
O=C1CC(N2CCSCC2)C(=O)N1c1ccc(I)cc1 (centres undefined),-6.0,-1.0
O=C1CC(N2CCN(Cc3ccc4c(c3)OCO4)CC2)C(=O)N1c1cccc(Cl)c1 (centres undefined),1.0,-1.5
COc1cccc(N2CC(NC(=O)Cc3ccc(F)cc3)CC2=O)c1 (centres undefined),-18.4,-9.9
CCc1ccc(O)c(N=Cc2ccc([N+](=O)[O-])cc2)c1,13.0,-4.2
CCCCC(CCC(=O)Nc1ccn(-c2ccccc2)n1)C(=O)O (centres undefined),-1.0,-2.0
CCCN(CCC)c1ncnc2c1cnn2C,-3.0,-4.0
N#Cc1ccc(C(=O)N2CCCC2c2nc(-c3ccccc3)n[nH]2)cc1 (centres undefined),-3.9,-2.7
O=C(NCC(c1cccs1)N1CCOCC1)c1cccc2ccccc12 (centres undefined),-8.1,-1.4
CCn1nccc1C(=O)N1CCCC1c1cccc(F)c1 (centres undefined),-5.3,-4.3
O=C1CCN(Cc2ccc([N+](=O)[O-])cc2)CCN1[C@H](CO)c1ccccc1,1.1,-8.9
COc1cc(C2c3c(-c4ccc(F)cc4)n[nH]c3C(=O)N2c2ccccc2)ccc1O (centres undefined),78.0*,-1.4
O=[N+]([O-])c1cccc(CN2CCN(C/C=C/c3ccccc3)CC2)c1,51.1*,-11.9
FC(F)(F)c1ccc(-c2noc(-c3ccno3)n2)cc1,.,-7.1
Cc1ccc(S(=O)(=O)NC(C)(C)CSc2ncccn2)cc1,-1.0,0.8
CCOc1ccc(C(=O)Nc2cccc(C)n2)cc1OCC,1.0,-4.1
COc1cc2c(cc1OC)CN(Cc1cccc(F)c1)CC2,1.4,-2.2
O=S(=O)(NCc1ccc2c(c1)OCO2)c1ccc2oc3ccccc3c2c1,-1.0&-1.7,-2.2
CC(NC(=O)C1CCN(c2ccc(Cl)cc2Cl)C1=O)c1ccccc1 (centres undefined),-2.5,-6.5
Cc1cc(F)ccc1NC(=O)Cn1cccc1-c1nnc(C2CC2)o1,-6.9,-0.6
CNS(=O)(=O)c1ccc(OC)c(OC)c1,-4.3,-3.2
CC(C)c1nnc(C2CCN(C(=O)c3c[nH]c4ccccc34)CC2)o1,-14.6,-11.4
Cc1ccc(C(=O)Nc2cc3cc(Br)ccc3oc2=O)cc1C,4.0,-10.5
CC(=O)c1cccc(NC(=O)CCCn2cccc2)c1,-6.3,-7.5
Nc1ccc(Oc2ccc3c(c2)C(=O)N(c2ccccc2C(F)(F)F)C3=O)cc1,41.0,-6.5
CCCN1CCN(C(=O)c2ccc3c(c2)Sc2ncccc2C(=O)N3CC)CC1,-4.0,-0.7
COc1nccnc1N1CCC(NS(=O)(=O)c2ccccc2F)C1 (centres undefined),-1.7,-6.0
COCCC1CCN(C(=O)c2n[nH]c3c2CCCC3)CC1,-4.7,2.2
COCCc1nc(C2CCCN(C(=O)c3ccc(Cl)s3)C2)n[nH]1 (centres undefined),5.2,1.6
FC(F)(F)Oc1ccc(C2=NCCc3sccc32)cc1,.,-6.7&-5.1
Cc1ccccc1NC(=O)N1CCC(n2cnc3ccc(Cl)cc3c2=O)CC1,-7.0,2.4

# Not a retest: an excerpt of the list.
SMILES,mHTT CaM bind,Pf apPOL inh
COCCc1nc(C2CCCN(C(=O)c3ccc(Cl)s3)C2)n[nH]1 (centres undefined),5.2,1.6
FC(F)(F)Oc1ccc(C2=NCCc3sccc32)cc1,.,-6.7&-5.1
Cc1ccccc1NC(=O)N1CCC(n2cnc3ccc(Cl)cc3c2=O)CC1,-7.0,2.4

# More entries follow.
SMILES,mHTT CaM bind,Pf apPOL inh
CCOCC(=O)NCC(c1ccc(C)cc1)N1CCN(C)CC1 (centres undefined),-9.7,-6.6
Cc1c(Cl)cccc1NS(=O)(=O)c1ccc(NC(=O)Cc2ccccc2)cc1,0.7,-6.9
COc1cc(C2CC(=S)Nc3ccccc3S2)cc(OC)c1OC (centres undefined),.,-0.5
COc1cccc(CC(=O)N2CCc3nc(-c4ccccc4)ncc3C2)c1,10.6,0.7
O=C(CN1CCc2ccccc21)Nc1nnc(-c2cccs2)s1,.,0.5
O=C1OC(Nc2nc(-c3ccc(F)cc3)cs2)c2ccccc21 (centres undefined),8.0,-3.3
CCOc1ccc(NC(=O)CSc2nncn2C)cc1,-3.4,5.8
O=C(COc1ccc(I)cc1)Nc1ccc2c(c1)oc1ccccc12,4.0,2.8
CCCNC(=O)c1c2c(nc3ccc(F)cc13)CCC2,3.0,-0.2
O=c1c2cnn(-c3ccccc3)c2nc(-c2ccco2)n1-c1ccc(Br)cc1,28.0,-5.5
CCOC(=O)c1ccc(NC(=O)c2csc3c2CCCCC3)cc1,-15.4,-5.4
c1cn(CCCNC2CCCCCCC2)cn1,-3.9,3.6
COc1cccc(N2C(=O)CC(N3CCC(C(N)=O)(N4CCCCC4)CC3)C2=O)c1 (centres undefined),-1.0,-0.1
COc1cc(C=C2C(=O)NC(=O)NC2=O)ccc1OCc1ccccc1[N+](=O)[O-],24.0,3.8
CC(=O)OCC1OC(OCc2ccccc2)C(OC(C)=O)C(OC(C)=O)C1OC(C)=O (centres undefined),.,-8.1
O=C(Nc1ccccc1-c1nc2ccccc2[nH]1)c1ccccc1I,11.7,-7.5
COc1cccc(C2=CC(c3ccccc3F)n3c(nc4ccccc43)N2)c1 (centres undefined),-9.0,3.9
N#CC1=C(N)C(C#N)(C#N)C(c2cccc(Cl)c2)C2CSCC=C12 (centres undefined),20.0,-1.6
COc1cc2c(cc1OC)CC1(CCCC1)N=C2,-2.4,-7.6
OCCCN(CC(O)COc1ccccc1)CC(O)COc1ccccc1 (centres undefined),-4.2,.
COc1cc(C(=O)NCC2COC3(CCCC3)O2)cc(OC)c1OC (centres undefined),-4.0,-1.7
COc1ccccc1CN1CCc2ccccc2C1,1.6,-16.0
COc1ccc2c(CC(=O)NCCC3=CCCCC3)cc(=O)oc2c1,-7.8,-6.1
O=C(CCCc1ccccc1)N1CCN(c2ccc(-n3cccn3)nn2)CC1,-10.4,-6.7
CN(C)c1ncncc1N1CCC(C(=O)NCc2ccccn2)CC1,1.4,4.2
COc1ccc2cc3cc(C(=O)Nc4cccnc4)oc3nc2c1,4.0,-2.9
CC1(C(=O)NC2CCCC2)CCC(=O)N1Cc1ccco1 (centres undefined),-2.0,-6.9
Cn1c(=O)c(C(=O)Nc2ccccc2F)c(O)c2ccccc21,-1.2,-2.5
O=C(CCc1nnc2ccc(-c3ccc(Cl)cc3)nn12)NCc1ccc(F)cc1Cl,5.2,-9.5
O=C(O)c1cccc(S(=O)(=O)Nc2ccccc2O)c1,-2.8,-9.0
CCn1cc(C2=CCN(S(=O)(=O)c3ccc(F)c(C)c3)CC2)c2cccnc21,18.6,-10.5
COc1ccc(-c2nc(SCC(=O)c3ccccc3)n[nH]2)cc1,-2.6,-0.9
Cc1cc(NC(=O)c2nc3ccccc3s2)n(C(C)C)n1,-11.8,-6.5

# Four of the compounds above, with each value named.
COc1cc2c(cc1OC)CC1(CCCC1)N=C2
  mHTT CaM bind = -2.4	Pf apPOL inh = -7.6

OCCCN(CC(O)COc1ccccc1)CC(O)COc1ccccc1 (centres undefined)
  mHTT CaM bind = -4.2	Pf apPOL inh = .

COc1cc(C(=O)NCC2COC3(CCCC3)O2)cc(OC)c1OC (centres undefined)
  mHTT CaM bind = -4.0	Pf apPOL inh = -1.7

COc1ccccc1CN1CCc2ccccc2C1
  mHTT CaM bind = 1.6	Pf apPOL inh = -16.0
